# CASP6 VEID inh – human caspase-6 inhibitors, primary screen, biochemical, VEID-R110 fluorescence, single point, set 2 | P55212 | purified caspase-6, Z-VEID-R110 cleavage fluorescence | inhibition, % at 12.5 µM | 350,000 compounds, 0.53% hits;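 active = mean inhibition across replicates at least about 35%, with every replicate also reaching that limit, limit read from the data; inconclusive = only one of the two criteria met; inactive = neither criterion met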;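 also: 0% = median of neutral control wells and 100% = no fluorescence left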
# Target sequence (P55212 24-179 limits assumed): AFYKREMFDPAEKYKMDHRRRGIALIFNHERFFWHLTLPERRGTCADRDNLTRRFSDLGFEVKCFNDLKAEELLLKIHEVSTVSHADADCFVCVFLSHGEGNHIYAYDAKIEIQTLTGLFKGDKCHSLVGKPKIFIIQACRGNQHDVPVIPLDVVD
# Target sequence (P55212 194-293 limits assumed): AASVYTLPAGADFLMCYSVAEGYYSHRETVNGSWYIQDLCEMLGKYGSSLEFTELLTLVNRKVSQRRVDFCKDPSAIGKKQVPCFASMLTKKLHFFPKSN
# EWS-Fli block – EWS/Fli-driven NR0B1 reporter inhibitors, primary screen, A673 cells, NR0B1 luciferase, luminescence, MLPCN library; viability-normalised; inhibition, % at 12.6 µM; 350,000 compounds, 0.67% hits;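 active = mean inhibition of at least 50% after viability correction, with every replicate also passing that limit; inconclusive = mean reaches 50% but only one of two replicates passes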;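 also: firefly luciferase signal divided by Alamar Blue viability fluorescence both relative to DMSO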
# DENV2 CPE – inhibitors of DENV2 cytopathic effect, primary screen, cell-based, plate reader, single concentration; DENV2-infected cells, cytopathic effect rescue; CPE inhibition, % at 9.99 µM; AID 651640, 2012; 350,000 compounds, 1.7% hits; in the data active = CPE inhibition above about 20%, passing the limit was not always enough; inconclusive = no clear call, values can overlap the other calls; tested in BHK-21 cells;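 also: 0% = median of neutral control wells and 100% = median of positive control wells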
# ARNT-TACC3 inh – disruptors of ARNT/TACC3 protein interaction, primary screen, biochemical, AlphaScreen, single concentration; AID 623870, 2012; AlphaScreen His-ARNT PAS-B/GST-TACC3 binding, luminescence; TACC3 fragment carries E629A point mutation; 390,000 compounds, 0.66% hits; Transforming acidic coiled-coil-containing protein 3 (Homo sapiens), Q9Y6A5; inhibition, % at 9.99 µM;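 active = mean inhibition of replicates at least 50% and at least half of replicates each reaching 50%; inconclusive = half or more replicates reach 50% but mean below 50%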;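 also: 0% = complete ARNT plus TACC3 wells and 100% = ARNT alone without TACC3; many hits fall short of the cut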
# SIRT5 block – SIRT5 desuccinylase inhibitors, primary screen, biochemical, fluorescence imaging, single point, set 5; NAD-dependent protein deacylase sirtuin-5, mitochondrial (Homo sapiens), Q9NXA8; Purified SirT5, succinyl-peptide AMC, trypsin-coupled fluorescence; inhibition, % at 15 µM; 330,000 compounds, 1.1% hits; in the data active = inhibition above about 15%; inconclusive = no clear call, values can overlap the other calls
# Target sequence (Q9NXA8 whole entry, looked up): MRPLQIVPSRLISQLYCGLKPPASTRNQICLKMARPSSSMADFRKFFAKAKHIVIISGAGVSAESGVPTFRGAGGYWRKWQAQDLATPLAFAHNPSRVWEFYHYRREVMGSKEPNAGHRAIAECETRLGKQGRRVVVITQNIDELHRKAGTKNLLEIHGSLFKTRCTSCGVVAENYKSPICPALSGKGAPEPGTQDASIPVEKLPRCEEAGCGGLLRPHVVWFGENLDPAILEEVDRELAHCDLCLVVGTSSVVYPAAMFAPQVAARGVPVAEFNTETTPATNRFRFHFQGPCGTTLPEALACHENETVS
# PAX8 reporter – inhibitors of PAX8-driven TPO luciferase reporter, primary screen, RMG-I cells, single concentration; AID 652154, 2013; 360,000 compounds, 1.2% hits; inhibition, % at 12.6 µM; SteadyGlo, 24 h;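 active = mean replicate inhibition at least 60% with every replicate also reaching 60%; inconclusive = only one of the two criteria is met; inactive = mean below 60% and not all replicates reaching 60%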;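 also: luciferase light reporting Pax8 driven TPO promoter activity; plate controls were median of neutral control wells for no effect and mitoxantrone controls for full effect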
# LGR2 antag – inhibitors of bursicon-induced LGR2 CRE-luciferase signal, primary screen, cell-based, HEK293, CRE-luciferase reporter, bursicon stimulation; Drosophila bursicon receptor LGR2 (rickets); bursicon-stimulated, 4 h; inhibition, % at 9.99 µM; 380,000 compounds, 0.35% hits;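 active = drop in luminescence signal, shown as inhibition above about 50% in the replicate tests, limit read from the data, passing the limit was not always enough; inconclusive = probably only some replicates passing the limit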;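 also: agonist challenge used bursicon conditioned medium at about half maximal strength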
# * marks the source's active call; other numbers are inactive results; ? = inconclusive; nt = no result given.
SMILES,CASP6 VEID inh,EWS-Fli block,DENV2 CPE,ARNT-TACC3 inh,SIRT5 block,PAX8 reporter,LGR2 antag
CCC(=O)Nc1ccc(Cl)c(-c2nc3ncccc3o2)c1,1,4,1,8,nt,-8,-1
Cc1cc(N=Nc2ccccc2)c(NCC(O)C(O)C(O)CO)cc1C (stereo unspecified),6,-19,-3,7,12,-28,-35
COc1ccc(CN(C)C[C@@H]2Oc3c(NS(=O)(=O)c4ccc(OC)cc4)cccc3C(=O)N([C@H](C)CO)C[C@@H]2C)cc1,nt,0,?,0,-4,nt,-24
CCCNS(=O)(=O)c1cccc2cccnc12,0,-2,13,0,nt,1,15
O=[N+]([O-])c1cccc(-c2ccc(CN3CCCCC3)o2)c1,-7,-6,1,12,-2,-31,-12
CSc1ccc(-c2nc(CSCC(=O)NC3CC3)c(C)o2)cc1,-3,nt,?,35,-2,0,-5
CNC[C@H]1Oc2ccc(NC(=O)NC(C)C)cc2CC(=O)N([C@@H](C)CO)C[C@H]1C,-1,6,0,-6,-3,5,18
COc1cccc(Oc2c(C)oc3c(CN4CCCCC4)c(O)ccc3c2=O)c1,0,-1,7,-3,-48,-1,-9
CCN1C(=O)CCCc2ccccc21,0,-4,-4,1,-6,2,-9
COc1cccc(S(=O)(=O)N[C@@H]2CC[C@@H](CC(=O)NCc3ccc(Cl)cc3)O[C@H]2CO)c1,2,2,10,8,-1,3,7
COc1ccc(S(=O)(=O)Nc2ccc3c(c2)C(=O)N([C@@H](C)CO)C[C@H](C)[C@H](CN(C)C(=O)NC(C)C)OCCCC[C@@H](C)O3)cc1,-1,-3,-9,-3,2,-26,-5
COC(=O)C1(C(=O)OC)C(C(=O)c2ccccc2)C1c1ccccc1 (stereo unspecified),-1,6,-8,-7,0,3,3
C/C(=N/NC(=O)CNS(=O)(=O)c1ccc(C)cc1)c1cccc([N+](=O)[O-])c1,-3,13,-3,-2,-3,6,nt
COC(=O)[C@@]12CCCCN1[C@H](c1ccc(SC3CCCCC3)cc1)[C@@H]1C(=O)N(C)C(=O)[C@@H]12,3,-2,-7,-3,nt,-8,11
CCCOc1cccc(C2/C(=C(\O)c3ccc4c(c3)OCCO4)C(=O)C(=O)N2CCCn2ccnc2)c1 (stereo unspecified),-1,8,6,-11,-1,3,9
C[C@H](O)C#Cc1ccc2c(c1)O[C@H](CN(C)C)[C@@H](C)CN([C@H](C)CO)S2(=O)=O,1,0,7,-2,4,-9,-1
Cc1c(Br)c([N+](=O)[O-])nn1CC(=O)c1ccccc1,-3,-5,6,-3,1,2,30
Cc1ccc(NC(=O)c2cc(N3C(=O)CCC3=O)ccc2N2CCOCC2)cc1,-1,11,2,-8,-3,4,19
Cc1ccccc1SCC(=O)OCC(=O)NCCNC(=O)COC(=O)CSc1ccccc1C,-9,0,-3,0,0,-9,-12
CCOC(=O)COc1ccc(N)cc1CC(NC(C)=O)(C(=O)OCC)C(=O)OCC,-5,8,-1,-2,0,nt,11
O=C(NCCCOC(=O)c1ccccc1)c1ccccc1,-2,0,6,-4,2,-9,2
COC(=O)c1sc(-c2ccc(C(C)(C)C)cc2)cc1NC(=O)CCC(=O)O,10,3,15,nt,4,-21,-49
C=CCNC(=O)CSc1nnc(-c2ccccc2Cl)n1-c1c(C)n(C)n(-c2ccccc2)c1=O,0,8,5,11,0,nt,-11
COc1ccc(OC(F)(F)F)cc1CC1(C)C(=O)Nc2cccc(Cl)c21 (stereo unspecified),-9,10,1,nt,-5,nt,1
COc1ccc(-n2ccnc(SCC(=O)NCc3ccccc3Cl)c2=O)cc1,2,nt,1,4,-4,18,10
O=C(Nc1c(-c2cccs2)nc2ccccn12)c1ccccc1F,2,3,-10,7,1,-1,-12
NCC[C@H]1CC[C@H](NC(=O)C2CCCCC2)[C@H](CO)O1,0,-14,7,9,-2,-11,5
COc1cc(C(=O)N/N=C/c2ccc(OC(=O)c3ccccc3)c(OC)c2)ccc1O,0,nt,6,0,0,7,2
CCOC(=O)C1(C)CCN1C(=O)c1ccc2c(c1)CCO2 (stereo unspecified),-2,-9,12,nt,-1,-20,6
CCCCCCCCCOC(=O)C(CC(=O)O)N1CCOCC1 (stereo unspecified),2,nt,nt,1,-1,nt,-6
Cc1ccc2c(CC(=O)NNC(=O)c3ccccc3)coc2c1,3,-1,3,nt,2,11,0
COc1cc(CN2CC3(CCN(C(=O)CN4CCOCC4)CC3)c3c(n(C)c4cc(OC)ccc34)[C@H]2CO)cc(OC)c1,-2,-2,7,nt,0,nt,2
CN(C)CCNC(=O)Cn1ccc2cc(S(=O)(=O)N3CCCCCC3)ccc21,-1,6,2,3,0,-15,8
C/C(CC(=O)NC1CCCCC1)=N\NC(=O)c1ccccc1C,-1,1,-5,6,1,0,9
O=c1[nH]c(N2CCCCCC2)nc2ncn(Cc3ccccc3)c12,-1,-13,5,-1,-1,-4,-10
CC(C)[C@H](NC(=O)c1ccccc1Cl)C(=O)OCc1cc(=O)n2cc(Br)ccc2n1,-2,-3,nt,-3,-1,-1,17
NCC[C@H]1CC[C@H](NC(=O)NC2CCCCC2)[C@H](CO)O1,-3,4,?,0,-3,-3,-25
CC(=O)C1=C(C)OC(N)=C(C#N)C1c1cccc2ccccc12 (stereo unspecified),7,-4,-2,-1,-2,8,1
Cc1ccc2cccc(OCC(=O)N3CC(C)CC(C)C3)c2n1 (stereo unspecified),0,-11,5,7,-2,5,16
O=C(COC(=O)c1ccccc1Cl)NC1CCCCCCC1,2,6,-13,-10,-3,-10,-56
C[C@H](CO)N1C[C@H](C)[C@H](CN(C)Cc2ccc(Oc3ccccc3)cc2)OCc2ccccc2-c2ccccc2C1=O,-1,-1,1,nt,2,-10,-23
O=C(N[C@@H]1CC[C@H](CCNS(=O)(=O)c2ccc(F)cc2)O[C@@H]1CO)C1CCOCC1,-8,3,?,0,3,-7,6
CNC(=S)NCCCc1ccccc1,3,-3,5,-1,-1,3,2
CC(C)c1ccc(CC(=O)N2CCC2(C)C(=O)Nc2cccc(C#N)c2)cc1 (stereo unspecified),2,3,-19,nt,-2,5,-35
O=C(C[C@H]1C[C@H]2c3cc(NS(=O)(=O)c4ccccc4)ccc3O[C@H]2[C@@H](CO)O1)NCC1CC1,31,-4,-1,9,0,14,-13
Cc1ccc(CN2CCC(N3CC(C)OC(C)C3)CC2)cc1 (stereo unspecified),-12,-13,1,-10,-5,8,3
CC(C)NC(=O)Nc1ccc2c(c1)CC(=O)N([C@H](C)CO)C[C@@H](C)[C@H](CN(C)S(=O)(=O)c1ccc(F)cc1)O2,nt,8,nt,nt,nt,-12,-3
COC(=O)/C=C/c1ccc(-n2ccnc2)cc1,0,-7,1,3,-4,-19,-10
CN(C)C(=O)C[n+]1ccc(/C=N/O)cc1,-7,-8,3,1,-3,-6,4
CC(C)NC(=O)N(C)C[C@@H]1Oc2c(NS(=O)(=O)c3ccc(F)cc3)cccc2C(=O)N([C@H](C)CO)C[C@H]1C,1,2,11,-5,-1,-15,13
O=C(COC(=O)c1cnccn1)Nc1ncc(Cl)cc1Cl,17,3,2,0,2,-3,9
CN1CCCC(CN2c3ccccc3Sc3ccccc32)C1 (stereo unspecified),-5,0,?,4,-3,-3,11
CCC(=O)N(C1=C(NC(C)C)C(=O)c2ccccc2C1=O)C(C)C,44*,-7,-7,nt,-1,25,13
COc1ccc(-c2cc(C#N)nc(NN)n2)cc1,-1,2,47*,3,0,-8,13
CCOC(=O)C1CCCN(C(=O)CC(C)c2ccccc2)C1 (stereo unspecified),0,-16,4,-3,-3,nt,-6
COc1ccc(/C=C2\NC(=O)C(C=NCc3ccccc3)=C2O)cc1,nt,nt,nt,-1,nt,9,9
O=S(=O)(c1ccc(F)cc1)N1CCCCN2[C@H](CO)[C@@H](c3ccc(-c4ccccc4F)cc3)[C@@H]2C1,-2,8,nt,1,-2,-11,nt
Cc1nc(SCC(=O)NCCc2ccccc2)c2c(=O)n(C)c(=O)n(C)c2n1,-3,nt,2,5,0,-9,-2
CCn1c(NCCCO)nc2c(c1=O)C(C)(CC)Cc1ccccc1-2 (stereo unspecified),1,-8,?,-4,-24,11,1
CCC(=O)N(C)C[C@H]1Oc2cc(C3=CCCC3)ccc2S(=O)(=O)N([C@H](C)CO)C[C@H]1C,-4,14,-8,16,4,nt,2
# (next part)
SMILES,CASP6 VEID inh,EWS-Fli block,DENV2 CPE,ARNT-TACC3 inh,SIRT5 block,PAX8 reporter,LGR2 antag
CC(NC(=O)c1ccc(NC(=O)CC2SC(N3CCCC3)=NC2=O)cc1)c1ccc(F)cc1 (stereo unspecified),4,2,-4,nt,-1,3,3
O=C(C[C@@H]1CC[C@H]2[C@@H](COC[C@H](O)CN2C(=O)c2ccccn2)O1)N1CCN(c2ccccc2)CC1,1,-5,4,-1,5,0,-18
COc1ccccc1N1CCN(C(=O)CSc2nnc(NC(=O)C(C)C)s2)CC1,-4,-2,-2,32,-1,9,-1
COCCN(C(=O)COC(=O)CCSc1ccc(F)cc1)c1c(N)n(Cc2ccccc2)c(=O)[nH]c1=O,3,4,2,-3,-4,9,-2

# Molecules listed so far with fluorine, in the order listed:
SMILES,CASP6 VEID inh,EWS-Fli block,DENV2 CPE,ARNT-TACC3 inh,SIRT5 block,PAX8 reporter,LGR2 antag
COc1ccc(OC(F)(F)F)cc1CC1(C)C(=O)Nc2cccc(Cl)c21 (stereo unspecified),-9,10,1,nt,-5,nt,1
O=C(Nc1c(-c2cccs2)nc2ccccn12)c1ccccc1F,2,3,-10,7,1,-1,-12
O=C(N[C@@H]1CC[C@H](CCNS(=O)(=O)c2ccc(F)cc2)O[C@@H]1CO)C1CCOCC1,-8,3,?,0,3,-7,6
CC(C)NC(=O)Nc1ccc2c(c1)CC(=O)N([C@H](C)CO)C[C@@H](C)[C@H](CN(C)S(=O)(=O)c1ccc(F)cc1)O2,nt,8,nt,nt,nt,-12,-3
CC(C)NC(=O)N(C)C[C@@H]1Oc2c(NS(=O)(=O)c3ccc(F)cc3)cccc2C(=O)N([C@H](C)CO)C[C@H]1C,1,2,11,-5,-1,-15,13
O=S(=O)(c1ccc(F)cc1)N1CCCCN2[C@H](CO)[C@@H](c3ccc(-c4ccccc4F)cc3)[C@@H]2C1,-2,8,nt,1,-2,-11,nt
CC(NC(=O)c1ccc(NC(=O)CC2SC(N3CCCC3)=NC2=O)cc1)c1ccc(F)cc1 (stereo unspecified),4,2,-4,nt,-1,3,3
COCCN(C(=O)COC(=O)CCSc1ccc(F)cc1)c1c(N)n(Cc2ccccc2)c(=O)[nH]c1=O,3,4,2,-3,-4,9,-2
